High-throughput results as filed in PubChem BioAssay.
TDP-43 yeast inh: TDP-43 toxicity inhibition in yeast; TDP-43 expressing yeast growth rescue, BacTiter-Glo, 24 h; actives 1.8% (n = 410,000); Potency, µM (titrated, usually from 46.1 µM), inactives show top-dose growth rescue (activation), hits mostly activators; AID 652104; further: potency means the concentration at half of the fitted maximal effect; % of control where 0% means no effect; nearly all actives have a fitted effect of over 50% in size
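Yeast cells expressing TDP-43 under galactose induction are exposed to compounds for 24 hr at 30 deg C. BacTiter-Glo luminescence measures growth, so protective compounds score as activators.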
GLP1R ag: GLP-1 receptor (human) agonism; AID 624172; actives 0.007% (n = 380,000); HEK293 GLP-1R CRE-luciferase, luminescence, 4-6 h; cells express a hypersensitive GLP-1R form; P43220; Potency, µM (series often up to 45.6 µM), for the others: top-dose activation, most hits filed as activators; further: potency means the concentration at half of the fitted maximal effect; % of control where 0% means no effect
FUS yeast rescue: suppressors of FUS proteinopathy in yeast | S. cerevisiae FUS-expressing, growth rescue, OD600, 24 h | Potency, µM (top dose mostly 76.6 µM), without a hit: at the highest dose growth rescue (activation), actives largely listed as activators | actives 0.24% (n = 390,000);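 further: potency means the concentration at half of the fitted maximal effect; plate controls were DMSO vehicle for no effect and reference control for full effect; nearly all actives have a fitted effect of over 55% in size; some results filed as inactive show a strong effect at the top dose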
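Galactose (2%) drives FUS expression in yeast precultured in raffinose; seeding density OD 0.005. Test compounds incubated 24hr at 30C and 99% humidity before absorbance at 600 nm was measured.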
aSyn yeast inh: alpha-synuclein toxicity inhibition in yeast | actives 0.14% (n = 370,000) | AID 652106 | Yeast expressing alpha-synuclein, growth rescue, BacTiter-Glo, 24 h | Potency, µM (titrated, usually from 46.1 µM), for inactives: at the top dose growth rescue (activation), most hits filed as activators; further: potency means the concentration at half of the fitted maximal effect; % of control where 0% means no effect; nearly all actives have a fitted effect of over 65% in size
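Rescue of yeast growth: cells expressing toxic alpha-synuclein, induced in galactose at OD600 0.02, incubated with compound 24 h at 30 C. ATP luminescence quantified growth; inhibitors of toxicity appear as activators.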
DRD3 antagonist: antagonists of human D3 dopamine receptor. P35462. D3R cells, DiscoveRx beta-arrestin luminescence, antagonist mode; stronger effect = lower value. max response, negative = inhibition, %. actives 2.5% (n = 360,000). AID 652054; in the data active means max response below about -50%; inconclusive means no clear call, values can overlap the other calls; further: on the % scale 0 is the no-effect control and ±100 the full control effect; mostly tested at two doses, the higher about 12 µM
Target sequence (P35462 whole entry, looked up): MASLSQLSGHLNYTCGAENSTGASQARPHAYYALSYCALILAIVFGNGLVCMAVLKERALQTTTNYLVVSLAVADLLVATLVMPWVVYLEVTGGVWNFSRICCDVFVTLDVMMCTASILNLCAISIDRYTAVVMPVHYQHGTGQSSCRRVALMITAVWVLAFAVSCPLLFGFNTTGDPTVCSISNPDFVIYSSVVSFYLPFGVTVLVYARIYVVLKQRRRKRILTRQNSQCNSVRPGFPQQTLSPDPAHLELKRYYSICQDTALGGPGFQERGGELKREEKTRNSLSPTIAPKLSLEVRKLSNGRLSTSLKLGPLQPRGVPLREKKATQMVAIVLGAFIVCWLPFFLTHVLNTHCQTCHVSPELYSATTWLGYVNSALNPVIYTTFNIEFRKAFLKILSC
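Cells expressing the human receptor were seeded at 1500 cells/well, incubated overnight at 37 degrees C in 5% CO2, then exposed to library compounds with dopamine controls for 90 minutes at 37 degrees C before luminescent detection.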
PTHR1 ag: agonists of human PTHR1 parathyroid hormone receptor; actives 0.075% (n = 410,000); Q03431; AID 743266; HEK293 GP2 PTHR1 cells, GloSensor cAMP luminescence, 1 h; Potency, µM (doses to about 115 µM), for inactives: at the top dose activation, usual class: activators; further: potency means the concentration at half of the fitted maximal effect; nearly all actives have a fitted effect of over 55% in size; some results filed as inactive show a strong effect at the top dose; inactives centre near -15; many of its hits are not listed in these tables
Target sequence (Q03431 whole entry, looked up): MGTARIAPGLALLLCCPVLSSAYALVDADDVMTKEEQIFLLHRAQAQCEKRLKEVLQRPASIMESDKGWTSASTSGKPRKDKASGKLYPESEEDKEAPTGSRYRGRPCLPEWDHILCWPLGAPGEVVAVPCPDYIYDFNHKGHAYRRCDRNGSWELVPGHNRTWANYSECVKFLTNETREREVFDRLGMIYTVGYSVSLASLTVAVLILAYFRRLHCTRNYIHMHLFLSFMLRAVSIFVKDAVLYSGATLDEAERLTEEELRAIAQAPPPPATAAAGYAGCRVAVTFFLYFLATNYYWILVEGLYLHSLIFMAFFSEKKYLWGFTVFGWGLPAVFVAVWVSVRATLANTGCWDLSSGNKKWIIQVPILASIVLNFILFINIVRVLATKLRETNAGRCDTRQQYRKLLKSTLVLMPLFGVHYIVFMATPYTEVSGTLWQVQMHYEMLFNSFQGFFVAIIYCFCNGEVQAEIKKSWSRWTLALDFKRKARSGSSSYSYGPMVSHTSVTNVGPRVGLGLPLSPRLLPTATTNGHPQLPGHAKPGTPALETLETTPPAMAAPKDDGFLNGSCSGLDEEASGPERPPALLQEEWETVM
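HEK-293-derived GP2 cells expressing PTHR1 and a GloSensor cAMP reporter, 3,000/well, plated overnight, given luciferin plus IBMX (each 0.5 mM as added) for 1 h at 37 °C, then compound for 1 h at 37 °C. Luminescence was read after 15 min at room temperature.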
GLP1R inv ag: inverse agonists of human GLP-1 receptor; Potency, µM (top dose mostly 38.3 µM), without a hit: top-dose activity change, negative = inhibition, most hits filed as inhibitors; actives 1.6% (n = 410,000); HEK293 GLP-1R CRE-luciferase, luminescence, 24 h; GLP-1R form is constitutively active; P43220; further: potency means the concentration at half of the fitted maximal effect; on the % scale 0 is the no-effect control and ±100 the full control effect; nearly all actives have a fitted effect of over 55% in size
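Constitutively active GLP-1R drives a cAMP-responsive luciferase in stably transfected HEK293 cells; test compounds are added after overnight (12 h) attachment and left 24 hr, and signal loss in luminescence marks inhibition.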
Abeta yeast res: restores growth of yeast expressing A-beta42 peptide; yeast expressing A-beta42, growth rescue, OD600, 48 h; response scale: 0% DMSO, 100% iron-clioquinol control; Potency, µM (titrated, usually from 46.1 µM), inactives show at the highest dose growth rescue, actives largely listed as activators; actives 0.063% (n = 410,000); AID 1347071; further: potency means the concentration at half of the fitted maximal effect; nearly all actives have a fitted effect of over 55% in size
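Yeast A-beta toxicity model in growth medium with pinned compounds, 48 h at 30 C; growth read as absorbance at 600 nm. Normalized to FeCl3/clioquinol equimolar mix (positive) and DMSO (negative).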
Akt phos inh: inhibitors of Akt phosphorylation; AID 651550; Neuro2A IGF-stimulated pAkt S473 HTRF, 20 min; stronger effect = lower value; activity change, % for hits at 50 µM; actives 0.32% (n = 360,000); in the data active means activity change below about -80%; inconclusive means mostly about -51% to -80%; further: on the % scale 0 is the no-effect control and ±100 the full control effect
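Neuro2A cells (4,500/well, DMEM with 0.5% FBS) were treated with compound at a single 50 µM final concentration, stimulated with 6 nM IGF for 20 min at 37 °C, and lysed. Phospho-Akt Ser473 was read by HTRF as 665/615 ratio ×10^4.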
* = called active by the depositor; i = inactive; ? = inconclusive; · = no result given; [ ] = another dose, or the depositor's remark. Unless noted, the call rests on the fitted dose curve; in most records, active means well fitted curve in the direction sought with a large enough effect; inconclusive means small, poorly fitted or top-dose-only effect, or another doubt; inactive means no such curve, though single readings can be large; an effect the other way counts as inactive or inconclusive. These rows are one share of the data; rates above refer to the full screens.

SMILES	TDP-43 yeast inh	GLP1R ag	FUS yeast rescue	aSyn yeast inh	DRD3 antagonist	PTHR1 ag	GLP1R inv ag	Abeta yeast res	Akt phos inh
O=C1CCC(=O)N1c1ccc(S(=O)(=O)N2CCCC2)cc1	10%	-6%	-32%	-2%	1	-23%	1%	-1%	i
Cc1ccccc1NS(=O)(=O)c1cccc(C(=O)Nc2cccc(C(=O)O)c2)c1	-8%	-6%	-11%	3%	-10	-21%	26%	7%	i
O=C(COc1ccccc1Cl)NC(=O)NC1CCCCC1	?	0%	-1%	12%	-21	i	?	?	i
COc1ccccc1OCC(=O)NNC(=O)CSC(=S)N1CCCC1	0%	-1%	-26%	-1%	-8	i	-17%	-19%	i
CSc1ncccc1C(=O)OCc1ccc(C#N)cc1	5%	17%	-20%	4%	16	i	27%	1%	i
CCN(C(=O)CSc1nnc(NCCOC)s1)c1c(N)n(Cc2ccccc2)c(=O)[nH]c1=O	-5%	15%	-3%	-6%	0	i	6%	0%	i
COC(=O)NC1CCS(=O)(=O)C1 (configuration not stated)	-23%	3%	18%	1%	-2	-27%[57.5 µM]	62%[activator]	-9%	i
COC(=O)c1cc(C(=O)Nc2ccc(Cl)cn2)cc([N+](=O)[O-])c1	-7%	6%	5%	5%	-10	-4%	0%	2%	i
CCc1c(C)sc(NC(=O)c2cnn3cccnc23)c1C#N	-22%	-4%	-7%	-11%	22	i	-21%	-1%	i
CCC(C)C(=O)C(=O)N1CCC(n2nccc2NC(=O)CCOc2ccccc2)CC1 (configuration not stated)	1%	4%	2%	-1%	7	i	5%	-1%	i
O=C(c1ccc(Cl)c(S(=O)(=O)N2CCCCC2)c1)N1CCCC1	21%	3%	9%	-1%	-12	-29%	-16%	3%	i
COc1cccc(C(=O)NC2CCN(C(=O)N3c4ccccc4Sc4ccccc43)CC2)c1	?	0%	?	-14%	-15	-8%[57.5 µM]	12%	-13%	i
Cn1c(=O)oc2cc(S(=O)(=O)NCc3ccccn3)ccc21	4%	9%	-29%	1%	-12	i	0%	-4%	i
Cc1oc(-c2ccc(Cl)cc2)nc1CSCC(=O)NCCCN1CCOCC1	-6%	-5%	43%	-9%	-16	-16%[57.5 µM]	0%	-7%	i
O=C(Nc1ccc(N2CCN(Cc3ccccc3F)CC2)cc1)c1ccccc1[N+](=O)[O-]	0%	5%	20%	-7%	?	-14%	-27%	-21%	i
O=C(O)CCC(=O)NNC(=O)COc1ccc2ccccc2c1Br	-10%	-1%	9%	6%	3	i	-11%	-7%	i
CCOC(=O)C1C(=O)CC(C)(O)C(C(=O)OCC)C1c1cc(Br)ccc1OC (configuration not stated)	?	-14%	23%	1%	16	-27%[57.5 µM]	0%	10%	i
Cc1ccc(N2CCN(Cc3ccccc3)CC2=O)c(C)c1	23%	2%	-12%	6%	5	i	-2%	3%	i
CCCCCCn1c(NCC)nc2c1c(=O)[nH]c(=O)n2C	0%	-2%	6%	0%	0	i	25%	9%	·
COc1ccccc1NS(=O)(=O)c1cccc(C(=O)NN=C2CCCCCC2)c1	-2%	1%	·	-4%	-14	-4%	1%	-6%	i
CC(C)OCCCNC(=O)c1sc(=S)n(C)c1N	9%	1%	-2%	-3%	-22	i	34%[activator]	8%	i
Nc1ccc(C(=O)N/N=C/c2cn(Cc3ccc(F)cc3)c3ccccc23)cc1	26%	20%	-1%	10%	3	i	?	14%	i
CCCCC(=O)OCc1c(-c2cccc(OC)c2)ncc2ccccc12	?	2%	16%	2%	-11	-35%[inhibitor]	-21%	0%	i
CC1CCN(S(=O)(=O)c2ccc3c(c2)CCC(=O)N3CC(=O)Nc2cccc(C#N)c2)CC1	17%	·	34%	·	·	i	3%	-4%	·
Cc1ccnc(NC(=O)c2ccc([N+](=O)[O-])o2)c1	?	3%	7%	-8%	-13	i	107%[activator]	-61%[inhibitor]	i

Remaining list, next part
SMILES	TDP-43 yeast inh	GLP1R ag	FUS yeast rescue	aSyn yeast inh	DRD3 antagonist	PTHR1 ag	GLP1R inv ag	Abeta yeast res	Akt phos inh
COc1ccc(C)cc1NS(=O)(=O)c1ccc2[nH]c(=O)c(=O)[nH]c2c1	2%	·	6%	·	·	i	6%	-3%	·
Cc1nnc(N/N=C/c2ccc([N+](=O)[O-])cc2)n1N	0%	0%	10%	-11%	-2	i	34%[activator]	-22%	i
Cc1cccc(Nc2nc(CC(=O)O)cs2)c1	-25%	16%	24%	-3%	-10	0%	-28%	23%	i
N#C/C(=C\c1ccc(Br)s1)C(=O)N1CCN(c2ccccc2)CC1	3%	4%	·	13%	11	-5%	9%	7%	i
CN(C(=O)c1cccc(NC(=O)Cc2cccc(NC(=O)C3CCN(C(=O)c4ccccc4)CC3)c2)c1)C1CC1	13%	-3%	25%	4%	26	-1%	-1%	8%	i
COc1ccccc1CNCc1cc(Br)ccc1OC	1%	2%	5%	-2%	-3	-2%	6.3µM*	-9%	i
O=c1c2[nH]c3ccc(F)cc3c2ncn1C1CCCCC1	-6%	8%	-5%	-1%	24	-24%[57.5 µM]	13%	11%	?
Cc1noc(C)c1NC(=O)N(C)C[C@H]1Oc2ccc(NS(=O)(=O)c3ccc(F)cc3)cc2C(=O)N([C@H](C)CO)C[C@@H]1C	-3%	-7%	5%	-2%	-26	i	6%	-4%	i
O=C(Cc1cccc([N+](=O)[O-])c1)NCc1nc2cccnc2n1Cc1ccc(F)cc1	-5%	·	-8%	·	·	i	-7%	-36%	·
CCn1cc(C(=O)OCC(=O)Nc2cc(C)cc(C)c2)c(=O)c2ccc(C)nc21	?	-2%	-16%	·	·	i	-8%	10%	·
CCOC(=O)c1c(C)[nH]c(C)c1C(=O)COC(=O)c1ccccc1O	11%	3%	·	-2%	-12	-36%[inhibitor]	?	-1%	i
O=C1C(C=Nc2ccccc2O)=C(O)c2ccccc21	-13%	-12%	19%	-14%	-17	-14%[57.5 µM]	0%	-1%	i
N#Cc1ccccc1OCCCNC1CCCC1	-9%	-5%	16%	1%	-80*	i	-9%	-1%	i
CCC(=O)Nc1c(C(=O)N2CCN(c3ccccn3)CC2)cnn1-c1ccc(Cl)cc1	-6%	0%	·	4%	35	-2%	0%	0%	i
Cc1ccc2[nH]c(C)c(CCNC(=O)c3cc4cc(Br)ccc4oc3=O)c2c1	16%	0%	-6%	-2%	·	-47%[inhibitor]	5%	-4%	·
COc1ccc(C(=O)N2CCC(n3nnc4cc(F)ccc43)CC2)cc1OC	0%	9%	8%	4%	17	-23%	14%	-16%	i
CCOc1ncccc1C(=O)N(CC)CC(=O)Nc1ccc(NC(C)=O)cc1	23%	-1%	·	-1%	8	i	16%	6%	i
CC1(OC(=O)C2CCCC2)C(=O)C=C2C=C(c3ccsc3)N(C3CC3)C=C2C1=O (configuration not stated)	2%	6%	10%	-1%	-64*	20%	-5%	-9%	i
CCOC(=O)C1CCCN(C(=O)/C=C/c2ccccc2)CC1 (configuration not stated)	11%	3%	-5%	4%	1	-42%[inhibitor]	13%	-1%	i
CCOc1ccc(NC(=S)Nc2ccc(OCc3ccccc3)cc2)cc1	0%	-10%	1%	2%	-6	i	-2%	5%	i
NC(=O)C1CCN(C(=O)Cc2ccsc2)CC1	-13%	-1%	-27%	1%	-1	i	27%	-14%	i
O=C(CSc1nnc(Cc2ccccc2)n1Cc1ccccc1)NCc1ccco1	-38%[inhibitor]	4%	15%	-2%	-26	i	?	-7%	i
N#CCCN(C(=O)COC(=O)CCc1nc2ccccc2c(=O)[nH]1)c1ccc(F)cc1	-25%	3%	·	-1%	1	21%	0%	-8%	i
COc1ccc(NC(=O)C(=O)NCC2CCCN2S(=O)(=O)c2cc(C)ccc2C)cc1 (configuration not stated)	?	-4%	26%	9%	10	-11%	4µM*	0%	i
CCOc1ccc(-c2nnc(SCC(=O)NCc3ccc(Cl)cc3)o2)cc1	-7%	·	12%	·	·	i	6%	-1%	·

Going on with the list:
SMILES	TDP-43 yeast inh	GLP1R ag	FUS yeast rescue	aSyn yeast inh	DRD3 antagonist	PTHR1 ag	GLP1R inv ag	Abeta yeast res	Akt phos inh
Cc1ccc(NC2CCCCC2NS(=O)(=O)c2ccc(Cl)cc2)cc1 (configuration not stated)	8%	-4%	-8%	-2%	-3	i	-22%	-5%	i
O=C1/C(=C\c2cc(Cl)c(O)c(Cl)c2)SC(=S)N1Cc1ccccc1	-11%	15%	21%	9%	-24	-93%[inhibitor]	?	5%	i
c1ccc(-c2csc(Nc3ccc4c(c3)OCCO4)n2)cc1	-5%	1%	27%	-6%	3	-23%[57.5 µM]	?	10%	i
COc1ccc(S(=O)(=O)N2CCCCC2)cc1NC(=O)c1ccc(OC)c(OC)c1	14%	26%	14%	-3%	4	i	100%[activator]	-5%	i
COc1ccc(C2CC(c3ccccc3)=NN2C(=O)CN2CCN(Cc3ccccc3)CC2)cc1 (configuration not stated)	?	5%	11%	1%	-23	-19%	?	-11%	i
O=C(c1ccccc1)N1CCN(C(=O)c2ccccc2Br)CC1	4%	-8%	2%	-6%	26	i	-13%	1%	i
CCc1ccc(-n2nnnc2SCC(=O)Nc2ccc(NC(C)=O)cc2)cc1	3%	8%	15%	1%	23	-22%	2%	-19%	i
CN(CCC1CCOCC1)C(=O)CC1C(=O)NCCN1C/C=C/c1ccccc1 (configuration not stated)	8%	-4%	-12%	0%	16	i	8%	-2%	i
